Bioassay records deposited in PubChem by several laboratories.
TRPC4 act: TRPC4 (mouse) channel activation; HEK293 TRPC4beta/mu-opioid, Fluo4 calcium fluorescence; active compounds read high; B-score at 10 µM; 310,000 compounds, 0.49% hits; AID 2237;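 active means B-score above 5 SD of library B-scores, and initial fluorescence ratio not above library mean plus 5 SD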;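 further: positive B-score marks a calcium rise read as TRPC4 activation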
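System: HEK293 cells stably co-expressing mouse TRPC4beta and mu-opioid receptor; Schedule: Fluo4 dye loading 45 min at room temperature, 110 s recording; Detection: Fluo4 fluorescence, kinetic; Evaluation: B-scored integrated calcium fluorescence ratio; Controls: buffer (low) and maximal DAMGO (high).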
TRPC6 act: activates the mouse TRPC6 cation channel; 310,000 compounds, 0.13% hits; B-score at 10 µM; AID 2550; Q61143; HEK293-TRPC6 membrane potential dye fluorescence; active compounds read high;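 active means B-score of the integrated fluorescence ratio above library mean plus 3 SD, and starting fluorescence ratio within library mean plus 5 SD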;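 further: higher score means more depolarization so channel activation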
Target sequence (Q61143 whole entry, looked up): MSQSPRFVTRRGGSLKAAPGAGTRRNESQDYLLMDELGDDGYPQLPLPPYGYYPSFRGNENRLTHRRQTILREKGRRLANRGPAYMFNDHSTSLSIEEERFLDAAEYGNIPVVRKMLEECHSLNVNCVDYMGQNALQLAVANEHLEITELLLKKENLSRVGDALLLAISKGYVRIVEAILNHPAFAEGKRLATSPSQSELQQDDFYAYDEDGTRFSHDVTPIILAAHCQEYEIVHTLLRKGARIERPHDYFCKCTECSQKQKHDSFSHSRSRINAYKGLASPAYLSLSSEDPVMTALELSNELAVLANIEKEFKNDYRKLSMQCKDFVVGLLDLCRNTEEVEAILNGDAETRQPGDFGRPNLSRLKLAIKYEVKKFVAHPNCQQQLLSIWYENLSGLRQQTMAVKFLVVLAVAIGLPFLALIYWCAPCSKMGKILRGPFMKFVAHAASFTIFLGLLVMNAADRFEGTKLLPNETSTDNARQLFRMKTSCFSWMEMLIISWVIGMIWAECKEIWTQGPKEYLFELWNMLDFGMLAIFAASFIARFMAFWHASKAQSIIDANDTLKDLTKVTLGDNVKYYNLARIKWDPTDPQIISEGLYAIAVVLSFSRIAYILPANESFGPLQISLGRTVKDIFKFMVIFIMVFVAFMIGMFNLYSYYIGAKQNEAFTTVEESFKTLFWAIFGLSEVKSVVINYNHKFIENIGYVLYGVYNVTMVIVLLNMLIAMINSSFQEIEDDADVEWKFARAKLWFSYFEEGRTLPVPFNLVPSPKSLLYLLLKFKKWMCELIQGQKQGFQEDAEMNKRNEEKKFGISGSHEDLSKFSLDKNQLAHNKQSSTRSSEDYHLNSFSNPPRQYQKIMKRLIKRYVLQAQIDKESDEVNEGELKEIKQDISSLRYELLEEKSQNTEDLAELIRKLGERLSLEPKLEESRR
MrgX1 ag: agonists of human MrgX1 receptor; Q96LB2; MrgX1-HEK293 cells, Fluo-4 calcium fluorescence, agonist mode; active compounds read high; B-score at 10 µM; 310,000 compounds, 0.44% hits;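 active means calcium response B-score plate-corrected fluorescence ratio at least 3 library SD, with starting fluorescence B-score inside 5 SD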
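Material – MrgX1-expressing HEK293 cells · Input – 15,000 cells seeded per well · Dosing – compound as first of three additions · Times – overnight seeding, then 1 h dark dye loading · Measured by – kinetic Fluo-4 NW fluorescence of intracellular calcium · Read-out – B-scored fluorescence response ratio · Benchmarks – positive and negative control wells on each plate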
PolyA inhibitor: blocks polyadenylation in yeast reporter cells. S. cerevisiae SKY197-pL101 polyadenylation reporter, beta-gal luminescence; efflux-impaired pdr1/pdr3 knockout yeast; score 100 = 6 SD above DMSO. calls only at 12 µM. 300,000 compounds, 0.02% hits;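 active means lowest replicate activity score at least 50, where 100 means six control SD above control mean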;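 further: yeast exposed to compound for 9 h at 30 °C; higher score means more reporter readthrough which indicates perturbed polyadenylation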
MrgX1 allo act: human MrgX1 positive allosteric modulation, primary screen | Q96LB2 | MrgX1-HEK293, Fluo-4 calcium flux, FDSS; active compounds read high | B-score at 10 µM | 310,000 compounds, 0.63% hits | AID 588675;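 active means plate-corrected calcium response at least 3 library SD above typical, normal starting fluorescence, not activating the receptor alone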;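 further: compound read alongside a low EC10 to EC30 dose of BAM8-22 agonist; peak minus trough fluorescence over baseline measured at the second addition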
AI-2 QS mod: Vibrio harveyi AI-2 quorum sensing modulation | Vibrio harveyi JMH597 AI-2 luminescence/OD600 ratio, 9 h; active compounds read low; strain lacks LuxN and CqsS sensors; 0 = neutral-control median | activity change, % at 7.5 µM | 300,000 compounds, 0.4% hits | AID 2094; in the data active means activity change below about -75%, passing the limit was not always enough;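 further: luminescence divided by OD600 gain over 9 h not by final OD600 alone; inactives centre near 13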
TRPC4 potent: TRPC4 (mouse) allosteric potentiation. HEK293 TRPC4beta/mu-opioid, DAMGO EC20, Fluo-4 Ca2+ flux; active compounds read high. 310,000 compounds, 0.42% hits. B-score at 10 µM;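 active means B-score of calcium response area above 5 SD of library B-scores, with initial fluorescence ratio within 5 SD of library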;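 further: B-score of integrated fluorescence ratio over time as area under calcium response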
HIF activator: HIF pathway transcriptional activation; 300,000 compounds, 0.32% hits; U2OS HRE-luciferase reporter, luminescence; normalized: DMSO 0%, desferrioxamine 100%; activation, % at 7.5 µM (by protocol); AID 1910;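 active means mean activation of at least 10% of the iron chelator positive control signal, with at least half of replicates also reaching 10%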
TRPC6 inh: inhibitors of mouse TRPC6 channel | 310,000 compounds, 1.1% hits | HEK293-TRPC6, membrane potential dye, ACh-evoked depolarization; active compounds read low | AID 2553 | B-score at 10 µM | Q61143;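 active means B-score under library mean minus 3 SD, initial fluorescence not abnormally high, positive integrated signal ratio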;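 further: B-score derived from integrated fluorescence ratio over the kinetic read; more negative B-score means stronger inhibition of depolarization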
MrgX1 antagonist: human MrgX1 receptor antagonism, primary screen; 310,000 compounds, 1.3% hits; MRGX1-HEK293 calcium flux, Fluo-4, BAM8-22 antagonism; active compounds read low; AID 588676; B-score at 10 µM;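 active means calcium-response B-score plate-corrected more than 3 library SD below zero, starting fluorescence within 5 deviations, no agonist response on first addition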;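 further: peak minus trough fluorescence over baseline after final BAM8-22 challenge near maximal dose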
TRPC4 inh: blocks the mouse TRPC4 cation channel; Q9QUQ5; 300,000 compounds, 0.39% hits; B-score at 10 µM; HEK293 TRPC4beta/mu-opioid, DAMGO-evoked Fluo4 calcium flux; active compounds read low; AID 2247;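 active means B-score over 3 SD under the library average, no early fluorescence shift, positive overall ratio signal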
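Signal: kinetic Fluo4 fluorescence imaging of calcium influx. Material: stable TRPC4beta/mu-opioid receptor HEK293 cells. Probe or stimulus: DAMGO in two steps, submaximal then maximal.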
Numbers without * were called inactive.

`O=C(CSc1nc2ncc(Cl)cc2[nH]1)NCCc1ccc(F)cc1` gave TRPC4 act inactive, TRPC6 act inactive, MrgX1 ag inactive, PolyA inhibitor inactive, MrgX1 allo act inactive, AI-2 QS mod -20, TRPC4 potent inactive, HIF activator 0.1, TRPC6 inh inactive, MrgX1 antagonist inactive and TRPC4 inh inactive.
For C=CCn1c(NC(=O)c2ccccc2)nc2ccccc21 the results were TRPC4 act inactive, TRPC6 act inactive, MrgX1 ag inactive, PolyA inhibitor inactive, MrgX1 allo act inactive, AI-2 QS mod 28, TRPC4 potent inactive, HIF activator -3.8, TRPC6 inh inactive, MrgX1 antagonist inactive and TRPC4 inh inactive.
`Cc1cccc2cc(CNCC3CCCO3)c(Cl)nc12` (stereo not given) gave TRPC4 act inactive, TRPC6 act inactive, MrgX1 ag inactive, PolyA inhibitor inactive, MrgX1 allo act inactive, AI-2 QS mod 17, TRPC4 potent inactive, HIF activator 0.2, TRPC6 inh inactive, MrgX1 antagonist inactive and TRPC4 inh inactive.
CN(C)c1ccc(/C=N/O)cc1 was read as TRPC4 act inactive, TRPC6 act inactive, MrgX1 ag inactive, PolyA inhibitor inactive, MrgX1 allo act inactive, AI-2 QS mod 0, TRPC4 potent inactive, HIF activator -0.1, TRPC6 inh inactive, MrgX1 antagonist inactive and TRPC4 inh inactive.
Screening COC(=O)C1=CN(Cc2ccc(OC)c(OC)c2)C=C(C(=O)OC)C1c1cccc(OC)c1OC returned TRPC4 act inactive, TRPC6 act inactive, MrgX1 ag inactive, PolyA inhibitor inactive, MrgX1 allo act inactive, AI-2 QS mod 1, TRPC4 potent inactive, HIF activator 0.5, TRPC6 inh inactive, MrgX1 antagonist inactive and TRPC4 inh inactive.
CC(=O)NS(=O)(=O)c1cccnc1Nc1ccc(Cl)c(Cl)c1 was read as TRPC4 act inactive, TRPC6 act inactive, MrgX1 ag inactive, PolyA inhibitor inactive, MrgX1 allo act inactive, AI-2 QS mod 23, TRPC4 potent inactive, HIF activator -0.2, TRPC6 inh inactive, MrgX1 antagonist inactive and TRPC4 inh inactive.
CCc1ccc(C(C(=O)NC2CCCC2)N(Cc2cccnc2)C(=O)c2csnn2)cc1 (stereo not given) was read as TRPC4 act inactive, TRPC6 act inactive, MrgX1 ag inactive, PolyA inhibitor inactive, MrgX1 allo act inactive, AI-2 QS mod 21, TRPC4 potent inactive, HIF activator -0.1, TRPC6 inh inactive, MrgX1 antagonist inactive and TRPC4 inh inactive.
Screening CCn1ncc(Br)c1C(=O)Nc1cc([N+](=O)[O-])ccc1C returned TRPC4 act inactive, TRPC6 act inactive, MrgX1 ag inactive, PolyA inhibitor inactive, MrgX1 allo act inactive, AI-2 QS mod 29, TRPC4 potent inactive, HIF activator -0.3, TRPC6 inh inactive, MrgX1 antagonist inactive and TRPC4 inh inactive.
`CN1CCN(S(=O)(=O)c2ccc(NC(=O)C3CCCO3)cc2)CC1` (stereo not given) gave TRPC4 act inactive, TRPC6 act inactive, MrgX1 ag inactive, PolyA inhibitor inactive, MrgX1 allo act inactive, AI-2 QS mod 11, TRPC4 potent inactive, HIF activator -0.3, TRPC6 inh inactive, MrgX1 antagonist inactive and TRPC4 inh inactive.
For Nc1nc(CSc2ccccc2)nc(N2CCCCC2)n1 the results were TRPC4 act inactive, TRPC6 act inactive, MrgX1 ag inactive, PolyA inhibitor inactive, MrgX1 allo act inactive, AI-2 QS mod 13, TRPC4 potent inactive, HIF activator 1.2, TRPC6 inh inactive, MrgX1 antagonist inactive and TRPC4 inh inactive.
For O=C(CSc1ccccc1)NCc1ccccc1 the results were TRPC4 act inactive, TRPC6 act inactive, MrgX1 ag inactive, PolyA inhibitor inactive, MrgX1 allo act inactive, AI-2 QS mod -21, TRPC4 potent inactive, HIF activator 2.8, TRPC6 inh inactive, MrgX1 antagonist inactive and TRPC4 inh inactive.
Screening CCCCCCCCc1c(O)nc(-n2[nH]c(C)c(CCO)c2=O)[nH]c1=O returned TRPC4 act inactive, TRPC6 act inactive, MrgX1 ag inactive, PolyA inhibitor inactive, MrgX1 allo act inactive, AI-2 QS mod 22, TRPC4 potent inactive, HIF activator -0.1, TRPC6 inh inactive, MrgX1 antagonist inactive and TRPC4 inh inactive.
Screening O=S(=O)(/N=C(/c1ccccc1)N1CCCCC1)c1ccccc1 returned TRPC4 act inactive, TRPC6 act inactive, MrgX1 ag inactive, PolyA inhibitor inactive, MrgX1 allo act inactive, AI-2 QS mod 21, TRPC4 potent inactive, HIF activator -3.0, TRPC6 inh inactive, MrgX1 antagonist inactive and TRPC4 inh inactive.
Cc1ccc(S(=O)(=O)NCCc2nnc3ccc(NCCCOC(C)C)nn23)cc1 was read as TRPC4 act inactive, TRPC6 act inactive, MrgX1 ag inactive, PolyA inhibitor inactive, MrgX1 allo act inactive, AI-2 QS mod 15, TRPC4 potent inactive, HIF activator 0.0, TRPC6 inh inactive, MrgX1 antagonist inactive and TRPC4 inh inactive.
Screening Cc1ccc(/C=N/NC(=O)c2cccc3ccccc23)o1 returned TRPC4 act inactive, TRPC6 act inactive, MrgX1 ag inactive, PolyA inhibitor inactive, MrgX1 allo act inactive, AI-2 QS mod 19, TRPC4 potent inactive, HIF activator 0.2, TRPC6 inh inactive, MrgX1 antagonist inactive and TRPC4 inh inactive.
Screening CCOc1cc2[nH]c(=S)n(CCN3CCC(C)CC3)c(=O)c2cc1OCC returned TRPC4 act inactive, TRPC6 act inactive, MrgX1 ag inactive, PolyA inhibitor inactive, MrgX1 allo act inactive, AI-2 QS mod 19, TRPC4 potent inactive, HIF activator -0.6, TRPC6 inh inactive, MrgX1 antagonist inactive and TRPC4 inh inactive.
c1nc(NCC2(N3CCOCC3)CCCCC2)c2ccsc2n1 was read as TRPC4 act inactive, TRPC6 act inactive, MrgX1 ag inactive, PolyA inhibitor inactive, MrgX1 allo act inactive, AI-2 QS mod 15, TRPC4 potent inactive, HIF activator -0.8, TRPC6 inh inactive, MrgX1 antagonist inactive and TRPC4 inh inactive.
Cc1cccc(-n2c(SCc3cc(=O)n4ccsc4n3)nc3ccccc32)c1 was read as TRPC4 act inactive, TRPC6 act inactive, MrgX1 ag inactive, PolyA inhibitor inactive, MrgX1 allo act inactive, AI-2 QS mod 19, TRPC4 potent inactive, HIF activator 0.9, TRPC6 inh inactive, MrgX1 antagonist inactive and TRPC4 inh inactive.
For COc1cc(/C=N/NC(=O)CSc2n[nH]c(=O)[nH]c2=O)cc(OC)c1O the results were TRPC4 act inactive, TRPC6 act inactive, MrgX1 ag inactive, PolyA inhibitor inactive, MrgX1 allo act inactive, AI-2 QS mod 10, TRPC4 potent inactive, HIF activator 0.2, TRPC6 inh inactive, MrgX1 antagonist inactive and TRPC4 inh inactive.
`CN(CCOc1cccc2ccccc12)Cc1ccccc1` gave TRPC4 act inactive, TRPC6 act inactive, MrgX1 ag inactive, PolyA inhibitor inactive, MrgX1 allo act inactive, AI-2 QS mod 3, TRPC4 potent inactive, HIF activator -0.3, TRPC6 inh inactive, MrgX1 antagonist inactive and TRPC4 inh inactive.
For COc1ccc(/C=C/C(=O)C(C(N)=O)=C2SCCS2)cc1 the results were TRPC4 act inactive, TRPC6 act inactive, MrgX1 ag inactive, PolyA inhibitor inactive, MrgX1 allo act inactive, AI-2 QS mod 16, TRPC4 potent inactive, HIF activator 2.3, TRPC6 inh inactive, MrgX1 antagonist inactive and TRPC4 inh inactive.
C=CCn1c(SCC(=O)N2CCOCC2)nc2c([nH]c3ccccc32)c1=O was read as TRPC4 act inactive, TRPC6 act inactive, MrgX1 ag inactive, PolyA inhibitor inactive, MrgX1 allo act inactive, AI-2 QS mod 9, TRPC4 potent inactive, HIF activator -0.1, TRPC6 inh inactive, MrgX1 antagonist inactive and TRPC4 inh inactive.
Screening COc1ccc(N(CC(=O)O)S(=O)(=O)c2cccnc2)cc1 returned TRPC4 act inactive, TRPC6 act inactive, MrgX1 ag inactive, PolyA inhibitor inactive, MrgX1 allo act inactive, AI-2 QS mod 28, TRPC4 potent inactive, HIF activator -0.1, TRPC6 inh inactive, MrgX1 antagonist -6.8* and TRPC4 inh inactive.
Screening O=C(c1ccc(Cl)s1)N1CCN(C23CC4CC(CC(C4)C2)C3)CC1 returned TRPC4 act inactive, TRPC6 act inactive, MrgX1 ag inactive, PolyA inhibitor inactive, MrgX1 allo act inactive, AI-2 QS mod 8, TRPC4 potent inactive, HIF activator 0.1, TRPC6 inh inactive, MrgX1 antagonist inactive and TRPC4 inh inactive.
Screening COc1ccc(CC(=O)Nc2nncs2)cc1OC returned TRPC4 act inactive, TRPC6 act inactive, MrgX1 ag inactive, PolyA inhibitor inactive, MrgX1 allo act inactive, AI-2 QS mod 5, TRPC4 potent inactive, HIF activator 0.5, TRPC6 inh inactive, MrgX1 antagonist inactive and TRPC4 inh inactive.
`Cc1ccc(CNC(=O)CCSCc2ccccc2F)cc1` gave TRPC4 act inactive, TRPC6 act inactive, MrgX1 ag inactive, PolyA inhibitor inactive, MrgX1 allo act inactive, AI-2 QS mod -37, TRPC4 potent inactive, HIF activator 1.1, TRPC6 inh inactive, MrgX1 antagonist inactive and TRPC4 inh inactive.
For COC(=O)C1C(=O)C2=C(CC1C)NC(C)=C(C(=O)OC(C)C)C2c1ccc(C)o1 (stereo not given) the results were TRPC4 act inactive, TRPC6 act inactive, MrgX1 ag inactive, PolyA inhibitor inactive, MrgX1 allo act inactive, AI-2 QS mod 21, TRPC4 potent inactive, HIF activator 0.8, TRPC6 inh inactive, MrgX1 antagonist inactive and TRPC4 inh inactive.
For O=C(Cn1nc(-c2ccc(Cl)cc2)c2ccccc2c1=O)NN1CCOCC1 the results were TRPC4 act inactive, TRPC6 act inactive, MrgX1 ag inactive, PolyA inhibitor inactive, MrgX1 allo act inactive, AI-2 QS mod 35, TRPC4 potent inactive, HIF activator -0.3, TRPC6 inh inactive, MrgX1 antagonist inactive and TRPC4 inh inactive.

Some of the compounds tested. The share of hits here may be higher or lower than overall.
